Compound activity: PubChem, The Scripps Research Institute Molecular Screening Center
OXTR agonist: activates the human oxytocin receptor | CHO-OTR cells, Fluo-8 calcium fluorescence; normalized: DMSO 0%, oxytocin 100% | activation, % at 3 µM | P30559 | AID 2435 | 320,000 compounds, 0.32% hits;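 active means activation above the mean of all tested compounds plus 3 SD, cutoff set per screening run, cut at about 20% in these data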;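 further: peak over basal fluorescence ratio from a 100 s FLIPR kinetic read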
Target sequence (P30559 whole entry, looked up): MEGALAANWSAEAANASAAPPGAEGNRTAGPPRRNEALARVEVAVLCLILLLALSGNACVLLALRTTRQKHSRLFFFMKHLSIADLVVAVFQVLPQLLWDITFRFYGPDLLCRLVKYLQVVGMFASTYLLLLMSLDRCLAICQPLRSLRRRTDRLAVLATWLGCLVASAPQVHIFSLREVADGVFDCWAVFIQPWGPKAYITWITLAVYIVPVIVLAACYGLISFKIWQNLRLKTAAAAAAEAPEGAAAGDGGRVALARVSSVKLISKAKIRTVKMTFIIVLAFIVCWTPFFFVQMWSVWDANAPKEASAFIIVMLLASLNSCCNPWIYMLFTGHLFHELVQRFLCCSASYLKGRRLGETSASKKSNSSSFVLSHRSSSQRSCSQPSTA
TAAR1 antag: human TAAR1 antagonism | Q96RJ0 | CHO RD-HGA16 TAAR1, Fluo-8 calcium fluorescence, antagonist | inhibition, % at 3 µM | 360,000 compounds, 1.5% hits;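 active means inhibition above a per-plate cutoff, the mean inhibition of test compounds on that plate plus 3 SD, cut at about 49% in these data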;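 further: 0% = DMSO plus EC80 beta-PEA response and 100% = DMSO alone without agonist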
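Material: RD-HGA16 CHO cells with stable hTAAR1 and Gα16; Dosing: single nominal final test compound concentration of 3 µM; Schedule: seeding 17-24 h prior, 75-min 37 °C, 30-min RT dye loading; Detection: kinetic Fluo-8 calcium fluorescence measurement; Measure: % inhibition from peak post-agonist over basal fluorescence ratio; Benchmarks: vehicle and agonist controls.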
M1 PAM parental: counter-screen for M1 PAMs: effect in parental CHO-K1 cells; ATP EC20, Fluo-8 calcium fluorescence; 0% at ATP EC20, 100% at ATP max; activation, % at 3 µM; 360,000 compounds, 0.02% hits;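 active means activation above the run cutoff, the mean activation of all test compounds plus 3 SD, cut at about 40% in these data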;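 further: peak over basal fluorescence ratio in a 140 s read after ATP addition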
OXTR potentiate: potentiates the human oxytocin receptor response | AID 2445 | P30559 | 320,000 compounds, 0.061% hits | activation, % at 3 µM | CHO-OTR cells, Fluo-8 calcium fluorescence, potentiator mode; 0% = oxytocin EC15, 100% = EC100;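 active means activation above that plate's cutoff, the mean activation of tested compounds plus 3 SD, cut at about 6.6% in these data, passing the limit was not always enough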;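 further: 100% uses oxytocin at 75 nM as the full agonist control; some results filed as inactive read as strong as hits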
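Material: human OTR in CHO cells. Compound: 3.0 µM, one dose. Timing: compound 6 min at room temperature before oxytocin, 100 s read. Evaluation: % activation of max/min ratio relative to oxytocin controls. Replication: single well per compound, singlicate. Signal: Fluo-8 calcium dye fluorescence.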
CHO parental Ca: counter-screen for OX1R antagonists: effect in parental CHO cells. parental CHO-K1, ATP-induced calcium, Fluo-8 fluorescence. inhibition, % at 5.6 µM. 330,000 compounds, 0.63% hits;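 active means inhibition above that plate's mean sample inhibition plus 3 SD, cut at about 26% in these data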;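 further: 0% = ATP-challenged DMSO wells and 100% = DMSO wells without ATP; some compounds past the cut are filed as inactive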
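Test system: parental CHO cells; detection: calcium-sensitive Fluo-8 fluorescence; evaluation: percent inhibition of calcium signal; also added: ATP as calcium-mobilizing challenge; repeats: one well per compound; control set: ATP-challenged DMSO wells low, unchallenged DMSO wells high; compound: single nominal dose of 5.6 µM per compound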
V1aR counter: V1a receptor agonism, counter-screen for OXTR agonists | P37288 | CHO-V1R cells, Fluo-8 calcium fluorescence, agonist mode; 0% DMSO, 100% 3 nM vasopressin | activation, % at 3 µM | 320,000 compounds, 0.25% hits;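 active means activation above the mean activation of all tested compounds plus 3 SD, per screening run, cut at about 20% in these data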;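 further: signal is peak over basal fluorescence ratio across a 100 second FLIPR read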
Target sequence (P37288 whole entry, looked up): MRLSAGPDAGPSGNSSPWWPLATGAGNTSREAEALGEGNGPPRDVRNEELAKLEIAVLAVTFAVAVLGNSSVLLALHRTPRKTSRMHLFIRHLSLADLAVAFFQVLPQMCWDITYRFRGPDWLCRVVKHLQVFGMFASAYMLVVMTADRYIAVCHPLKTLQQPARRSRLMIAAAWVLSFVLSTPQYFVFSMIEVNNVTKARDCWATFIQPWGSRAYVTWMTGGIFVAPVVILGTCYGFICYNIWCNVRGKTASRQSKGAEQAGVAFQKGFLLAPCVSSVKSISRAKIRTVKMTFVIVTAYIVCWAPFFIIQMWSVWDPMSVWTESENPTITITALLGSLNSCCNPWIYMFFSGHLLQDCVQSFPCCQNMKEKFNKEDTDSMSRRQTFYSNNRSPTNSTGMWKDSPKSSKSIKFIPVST
CHO-K1 Ca antag: counter-screen for M1 antagonists: effect in parental CHO-K1 cells; inhibition, % at 3 µM; 360,000 compounds, 0.6% hits; ATP-induced calcium, Fluo-8 fluorescence;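 active means inhibition above a per-plate cutoff, the plate's mean sample inhibition plus 3 SD, cut at about 24% in these data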;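 further: 0% = DMSO plus EC80 ATP and 100% = DMSO alone without ATP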
GPR7 antagonist: human neuropeptides B/W receptor 1 antagonism; P48145; GPR7-expressing cells, fluorescence antagonist assay; inhibition, % at 4.4 µM; 290,000 compounds, 1.1% hits; in the data active means inhibition above about 16%, passing the limit was not always enough;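 further: cells stimulated with the agonist NPW; 0% = agonist with vehicle and 100% = vehicle without agonist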
M1 ag parental: counter-screen for M1 agonists: effect in parental CHO-K1 cells; Fluo-8 calcium fluorescence; scaled to maximal ATP response, vehicle zero; activation, % at 3 µM; 360,000 compounds, 0.48% hits; AID 602248; in the data active means activation above about 15%;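 further: untransfected CHO-K1 host cells lacking M1 receptor as counterscreen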
An asterisk follows results filed as active; x = not tested or not shown.

SMILES	OXTR agonist	TAAR1 antag	M1 PAM parental	OXTR potentiate	CHO parental Ca	V1aR counter	CHO-K1 Ca antag	GPR7 antagonist	M1 ag parental
CCOc1ccccc1NC(=O)COC(=O)c1ccccc1SCC(=O)N1CCCC1	-3.0	23.3	-9.0	-11.1	-28.9	-1.3	4.8	x	1.4
COc1ccc(S(=O)(=O)N2CCOCC2)cc1C(=O)NCc1c(C)nn(Cc2ccccc2)c1C	x	7.1	6.4	x	x	x	-14.5	x	1.0
COc1cccc(-c2cc3nc(NCCOc4ccccc4Cl)n(C)c(=O)c3s2)c1	x	-4.5	2.5	x	x	x	-5.0	x	-0.1
COCCCNC(=O)CSc1nc2cc(S(=O)(=O)N3CCCCC3)ccc2o1	0.0	-2.7	-12.0	-6.7	5.6	-0.1	10.4	x	0.2
CC(=O)Nc1cccc(-c2ccnc3c2CC(C)(C(=O)Nc2cccc(Oc4ccccc4)c2)O3)c1 (stereo not drawn)	x	-8.1	-8.6	x	x	x	-3.2	x	1.0
Cc1ccc(C23CC4CC(CC(C(=O)NC(C)C(=O)O)(C4)C2)C3)cc1 (stereo not drawn)	-0.6	-0.1	5.0	-13.9	4.0	-0.3	-6.6	0.3	0.1
Cc1ccc(N(C(=O)c2ccco2)C2C=CS(=O)(=O)C2)cc1 (stereo not drawn)	-0.3	3.8	16.9	-7.2	-3.8	1.7	-5.0	-0.7	0.5
COc1cccc(OCC(=O)Nc2c3c(nn2-c2ccccc2)CS(=O)(=O)C3)c1	-0.6	-24.8	-16.1	-13.3	-4.3	1.8	3.3	19.3	0.6
O=C(Nc1ccccc1)N1CCn2c(nc3ccccc32)C1	-0.3	0.6	13.9	-2.5	-14.4	0.2	-16.7	12.4	1.7
CCN(C(=O)COC(=O)c1cc(C)n(-c2ccc(F)cc2)c1C)C1CCS(=O)(=O)C1 (stereo not drawn)	x	4.9	5.2	x	x	x	1.1	-2.9	-0.2
COC(=O)c1ccc2c(c1)NC(=O)C(N(CC(C)C)CC(C)C)S2 (stereo not drawn)	-0.3	-10.5	6.5	-12.9	0.3	0.8	-10.9	2.3	0.2
O=c1c2ccccc2nc(SCc2nnc(-c3ccccc3)o2)n1-c1ccccc1	-0.6	-9.6	8.9	-0.5	-12.3	0.2	-12.9	x	0.0
COc1ccc(CNc2cc(C)cc(C)c2)cc1OC	-2.6	x	x	-5.9	-13.4	0.2	x	-9.4	x
O=C(NCc1ccncc1)/C(=C/c1cccc([N+](=O)[O-])c1)NC(=O)c1ccccc1	-0.8	-9.2	3.5	5.5	-3.1	0.8	-6.2	-14.3	0.9
C=CCN(CC=C)S(=O)(=O)c1ccc(NC(=S)NC(=O)Cc2ccc(OC)cc2)cc1	4.3	27.2	23.3	-8.6	5.3	3.7	-10.2	34.3*	3.0
CC(C)c1ccc(/C=C/C(=O)NNC(=O)c2cccnc2)cc1	0.7	16.4	9.7	-3.7	-15.8	1.5	2.1	2.8	1.4
CCCN(CCO)C1CCN(CCc2ccccc2)CC1	1.2	13.6	-6.7	0.1	-19.6	0.6	6.4	-16.8	0.3
COc1ccc2c(c1OC)C(=O)OC2Nc1nc(-c2cccc([N+](=O)[O-])c2)cs1 (stereo not drawn)	0.1	-6.0	12.4	-4.1	3.7	0.1	-10.7	2.6	4.3
CC12CN3CC(C)(CN(C1)C3c1cc(Br)ccc1O)C2=O (stereo not drawn)	0.3	6.9	11.5	-3.0	-3.6	0.2	-5.3	0.3	0.5
COc1ccccc1-c1cc(C(=O)N/N=C\c2cn(C)nc2C)c2ccccc2n1	-0.9	1.6	23.4	-7.7	-14.3	0.8	-8.7	-8.7	2.4
O=C(/C=C/c1ccc(-c2ccc(F)cc2)o1)N1CCCC1	-2.3	-8.2	0.5	0.5	-33.9	-0.9	-5.3	3.3	-0.8
Cc1ccc2c(C)c(C(=O)N3CCCC(C(N)=O)C3)oc2c1C (stereo not drawn)	x	-9.3	1.5	x	x	x	-7.4	-6.0	-0.5
CCCCn1nc(C(=O)O)ccc1=O	0.9	-9.4	8.1	-0.6	-1.4	0.8	-4.1	-8.5	0.1
COCCN1C(=O)N[C@@H](c2ccccc2)[C@@H](C(=O)OC)[C@H]1C	0.7	2.1	1.9	-4.7	-13.2	1.2	-10.8	x	0.1
O=C(C1CCN(S(=O)(=O)c2cccs2)CC1)N1CCCC(C(F)(F)F)C1 (stereo not drawn)	0.1	1.2	-3.8	-10.0	-2.9	1.1	4.7	-8.3	0.9

Continued.
SMILES	OXTR agonist	TAAR1 antag	M1 PAM parental	OXTR potentiate	CHO parental Ca	V1aR counter	CHO-K1 Ca antag	GPR7 antagonist	M1 ag parental
CCOCCCn1c(=O)c(NC(=O)c2ccc(OCC)cc2)c2n(c1=S)CCCCC2	-1.2	-10.1	5.4	-17.8	-21.2	-0.5	-6.6	-5.7	0.3
CC(C)(C)OC(=O)N1CCC[C@H]1C(=O)N/N=C/c1cccc2nccnc12	-0.6	-2.1	8.5	-1.2	-19.5	-0.3	-2.3	-10.6	0.8
Cc1ccc(CN(C(=O)c2ccccc2C)C2CCS(=O)(=O)C2)o1 (stereo not drawn)	-0.4	-18.0	-9.4	8.7	-13.7	-0.3	3.1	-21.7	0.3
CC(=O)NC(CC(=O)NNC(=O)c1cc2ccccc2cc1O)c1ccccc1 (stereo not drawn)	0.0	-18.3	10.8	-5.7	0.7	1.7	-14.7	-11.7	0.9
COc1ccc(CCC(=O)NNC(=S)Nc2cccc(C(C)=O)c2)cc1	-0.2	-10.1	-8.4	-2.5	-22.8	-0.4	2.4	-11.9	0.0
CCCc1cc(=O)oc2cc(OCC(=O)NCCCN3CCCC3=O)ccc12	1.9	-18.7	-5.3	-7.0	1.1	1.3	-11.2	-17.9	0.5
O=C(NC1CCCCC1)c1nn2c(C(F)(F)F)cc(-c3ccco3)nc2c1Br	-1.1	12.2	14.6	-11.8	-12.4	-0.1	-2.0	-5.7	0.7
O=C1c2cccc(NCCNCCO)c2C(=O)c2cccc(NCCNCCO)c21	x	-11.0	-18.3	x	x	x	-1.5	x	-0.1
CCCCn1nnc(NC(=O)C(c2ccccc2)c2ccccc2)n1	-1.5	12.9	17.9	12.6	-23.9	-0.3	-13.4	-5.0	0.8
CCOc1ccc(N2C(=O)CSC2c2ccncc2)cc1 (stereo not drawn)	-1.7	-6.1	13.0	-13.4	-6.2	-1.2	7.3	-1.8	0.3
CCO[C@@H]1OC(C(=O)NC2CC2)=C[C@H](c2ccc(C(F)(F)F)cc2)[C@H]1CCCO	1.0	-0.3	-23.2	5.2	-2.2	1.8	18.0	-16.4	-0.4
Nc1nnc(CC(=O)N/N=C/c2cc([N+](=O)[O-])cc(Br)c2O)s1	0.9	2.1	-7.7	-3.3	-2.8	1.5	-0.3	0.9	-0.2
CC1CN(S(=O)(=O)c2cccc(C(=O)N3CCC(C(N)=O)CC3)c2)CC(C)O1 (stereo not drawn)	1.3	-11.8	0.1	-8.1	-7.1	0.1	-6.1	x	1.5
Cc1nc([N+](=O)[O-])c(C(=O)O)n1C	-0.3	9.1	-15.2	1.3	-1.7	3.4	20.8	-12.2	-0.1
C/C(=N\NC(=O)c1c(Br)c(C)nn1C)c1cccc(NC(=O)C2CCC2)c1	-1.0	-15.1	18.8	-8.7	-16.2	0.2	-8.9	-5.0	0.8
COc1cc(/C=N/NC(=O)C(=O)NCc2cccnc2)cc(OC)c1OC	-0.8	-3.7	24.7	-3.3	-1.4	-0.8	-8.1	-5.2	-0.4
COc1ccc(CCNC(=O)c2cc(COc3c(C)cccc3C)on2)c(OC)c1	-0.2	-39.4	-13.2	-3.9	-12.9	1.3	4.8	-0.1	-0.3
O=C(CCn1cnc2ccccc2c1=O)Nc1nc(-c2ccc(Br)cc2)cs1	-1.9	4.2	1.4	-4.3	-3.5	-1.1	-6.4	-6.8	0.3
C[C@@H]1CN([C@@H](C)CO)S(=O)(=O)c2ccc(-c3ccccc3)cc2O[C@@H]1CN(C)Cc1ccccc1C(=O)O	x	-4.8	10.7	x	x	x	4.8	x	5.2
CCOC(=O)C(=O)N(Nc1ccc(C)cc1)c1ccc(C)cc1	-3.4	-9.9	-20.7	-12.3	-25.4	-0.9	7.7	-19.3	0.3
COc1ccc(NC(=O)C2CCN(c3cnccn3)CC2)cc1Cl	1.4	-12.2	10.7	-6.0	-10.6	2.1	-10.5	3.2	0.6
O=C(Nc1nc(-c2cccnc2)cs1)c1ccccc1Cl	0.1	-18.7	6.0	-10.5	-3.2	1.5	-6.7	-12.2	0.6
CN(C)c1ccc(C=NCC2(O)CCOC(C)(C)C2)cc1 (stereo not drawn)	-0.4	-11.7	7.2	-8.1	-1.3	0.8	-10.1	-2.5	0.2
CCN1C(=O)/C(=C\N2CCN(c3ccc(F)cc3)CC2)SC1=S	2.7	12.4	-10.2	-10.3	-17.3	1.0	14.8	6.5	-0.1
FC(F)(F)c1cccc(Cn2nnnc2-c2ccc(Cl)cc2)c1	-2.4	18.8	-5.2	-10.6	-17.4	-1.4	-11.4	5.4	0.9

Among those listed so far, these contain a thiophene ring, fused or not:
SMILES	OXTR agonist	TAAR1 antag	M1 PAM parental	OXTR potentiate	CHO parental Ca	V1aR counter	CHO-K1 Ca antag	GPR7 antagonist	M1 ag parental
COc1cccc(-c2cc3nc(NCCOc4ccccc4Cl)n(C)c(=O)c3s2)c1	x	-4.5	2.5	x	x	x	-5.0	x	-0.1
O=C(C1CCN(S(=O)(=O)c2cccs2)CC1)N1CCCC(C(F)(F)F)C1 (stereo not drawn)	0.1	1.2	-3.8	-10.0	-2.9	1.1	4.7	-8.3	0.9

Continued:
SMILES	OXTR agonist	TAAR1 antag	M1 PAM parental	OXTR potentiate	CHO parental Ca	V1aR counter	CHO-K1 Ca antag	GPR7 antagonist	M1 ag parental
CC(=O)Nc1cccc(NC(=O)COC(=O)CO/N=C(\C)c2ccc3c(c2)OCO3)c1	1.0	11.6	-7.2	-5.2	-8.0	0.1	-0.7	12.2	1.6
COc1ccccc1CN1CC(C(=O)N(Cc2cnn(C)c2)C(C)C)CCC1=O (stereo not drawn)	-0.2	-7.9	22.6	-6.5	-3.2	0.3	-13.8	-7.1	2.0
CCOC(=O)c1ccc(NC(=S)N(CCCN2CCCC2)Cc2ccco2)cc1	1.7	13.8	26.6	-5.3	-8.5	1.7	-13.5	-7.3	2.9
CC1(NC(=O)CCc2nc3ccccc3c(=O)[nH]2)CCS(=O)(=O)C1 (stereo not drawn)	-0.2	-8.1	19.6	-4.3	-9.2	0.3	-10.2	-15.3	1.3
COc1ccc(Nc2cc(C(=O)NCCCN3CCOCC3)c3ccccc3n2)cc1OC	0.0	-0.5	11.9	-7.1	-24.5	-0.2	-1.7	-8.2	0.9
O=C(COc1ccc(Cl)cc1Cl)NCCC1=CCCCC1	-1.7	-7.2	13.8	-3.6	-10.2	-0.3	-6.6	-1.1	0.4
Cc1cc(NC(=O)c2noc3c2CCc2ccccc2-3)n(-c2ccccc2)n1	0.2	-20.6	7.0	-2.1	1.9	0.9	4.1	-2.4	0.2
